Compound activity: PubChem, several laboratories
PKA kinase inh – blocks human protein kinase A activity; inhibition, % at 6 µM; P17612; actives 0.1% (n = 65,000); PKA Kemptide phosphorylation, Kinase-Glo ATP luminescence;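 active means inhibition above the screen-wide mean inhibition plus 3 SD, cut at about 21% in these data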; further: many of its hits are not listed in these tables
CatS inh – blocks human cathepsin S protease activity. recombinant cathepsin S, AMC dipeptide fluorescence, pooled mixtures. P25774. actives 0.06% (n = 62,000). inhibition, %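 (tested at 5 µM per compound within 10-compound mixtures)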; in the data active means inhibition above about 32%, passing the limit was not always enough;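 further: 0% = enzyme without compound and 100% = blank without enzyme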
Target sequence (P25774 115-331 limits assumed): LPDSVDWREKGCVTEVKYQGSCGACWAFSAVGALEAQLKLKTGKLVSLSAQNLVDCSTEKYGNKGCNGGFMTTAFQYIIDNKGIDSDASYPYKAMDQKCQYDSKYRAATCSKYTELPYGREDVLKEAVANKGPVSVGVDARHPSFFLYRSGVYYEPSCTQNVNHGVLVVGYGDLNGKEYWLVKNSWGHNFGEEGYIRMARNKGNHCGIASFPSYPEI
CatB mixtures – inhibitors of human cathepsin B in compound mixtures | P07858 | Purified cathepsin B, AMC dipeptide fluorescence | inhibition, %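 (ten-compound pools at 5 µM per compound and 50 µM total)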 | actives 0.06% (n = 62,000) | AID 488; in the data active means inhibition above about 22%, passing the limit was not always enough;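 further: 0% = enzyme without compound and 100% = no enzyme blank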
RORa activator – activators of human nuclear receptor RORA; activation, % at 10 µM; CHO-K1 Gal4-RORA LBD luciferase reporter, luminescence; percent increase over mock-subtracted basal signal; AID 560; P35398; actives 1.5% (n = 65,000);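 active means activation above the mean of all tested compounds plus 3 SD, cut at about 49% in these data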;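 further: 0% = DMSO-treated RORA cells and 100% = added signal equal to DMSO minus mock-transfected cells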
Target sequence (P35398 whole entry, looked up, the tested form may be a part): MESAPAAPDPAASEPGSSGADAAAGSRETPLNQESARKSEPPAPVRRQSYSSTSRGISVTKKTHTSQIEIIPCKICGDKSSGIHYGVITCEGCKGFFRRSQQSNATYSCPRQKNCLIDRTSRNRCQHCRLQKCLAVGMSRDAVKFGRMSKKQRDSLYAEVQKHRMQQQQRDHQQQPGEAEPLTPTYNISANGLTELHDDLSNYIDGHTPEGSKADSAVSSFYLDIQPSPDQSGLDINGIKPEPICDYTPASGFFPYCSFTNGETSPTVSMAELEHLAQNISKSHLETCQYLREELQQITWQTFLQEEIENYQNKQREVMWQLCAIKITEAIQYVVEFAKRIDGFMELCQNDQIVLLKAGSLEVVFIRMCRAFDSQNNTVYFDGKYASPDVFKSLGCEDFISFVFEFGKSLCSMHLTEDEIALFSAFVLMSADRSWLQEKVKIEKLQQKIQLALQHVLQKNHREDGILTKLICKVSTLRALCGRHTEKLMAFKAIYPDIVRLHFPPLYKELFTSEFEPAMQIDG
CatB block – human cathepsin B inhibition; purified cathepsin B, fluorogenic substrate, fluorescence; P07858; AID 453; inhibition, %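 (tested at 10 µM)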; actives 0.1% (n = 63,000); in the data active means inhibition above about 21%;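 further: 0% = enzyme with no compound and 100% = no enzyme blank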
JNK3 blocker – JNK3 (human) kinase inhibition. actives 0.61% (n = 60,000). purified JNK3 kinase activity, HTS. inhibition, % at 8 µM; in the data active means inhibition above about 17%;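 further: 0% = DMSO and 100% = reference inhibitor; many of its hits are not listed in these tables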
AP ELISA ortho – alternative pathway complement inhibition, orthogonal assay. Human serum alternative complement pathway, LPS-coated ELISA, C3 deposition; tested in compound mixtures. actives 0.08% (n = 62,000). inhibition, % at 5 µM;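 active means inhibition above 30% in each of the two pooled mixtures holding the compound, so the lower value exceeds 30%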;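 further: 0% = serum in Mg-EGTA without compound and 100% = EDTA serum blank; some compounds past the cut are filed as inactive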
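Test system: human serum alternative complement pathway, C3 deposition on LPS-coated wells; also added: Plate-bound LPS; doses: 5 µM per compound in ten-compound mixtures; schedule: 1 h at 37 °C; detection: Anti-C3 ELISA, OD 450 nm; evaluation: percent inhibition of C3 deposition onto LPS; repeats: two pool placements per compound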
E coli RNAP – Escherichia coli RNA polymerase inhibition; E. coli RNA polymerase, fluorescence transcription assay; P0A8V2; inhibition, %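 (tested at 10 µM)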; actives 0.2% (n = 62,000); in the data active means inhibition above about 20%;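 further: 0% = enzyme without compound and 100% = no enzyme blank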
ROCK2 inh – inhibitors of human Rho kinase 2; inhibition, % at 6 µM; O75116; purified ROCK2, Kinase-Glo ATP depletion luminescence; actives 0.35% (n = 60,000);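 active means inhibition above the screen-wide mean inhibition plus 3 SD, cut at about 18% in these data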;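 further: plate controls were DMSO wells for no effect and Y-27632 control wells after no-enzyme background subtraction for full effect; many of its hits are not listed in these tables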
Numbers without * were called inactive; . = no result given. This is a subset. The share of hits here may be higher or lower than overall.

Letter code – A = PKA kinase inh; B = CatS inh; C = CatB mixtures; D = RORa activator; E = CatB block; F = JNK3 blocker; G = AP ELISA ortho; H = E coli RNAP; I = ROCK2 inh
1	Cc1cc(NC(=O)CCC(=O)N(c2cccc(F)c2)C(C(=O)NC2CCCC2)c2ccncc2)no1 (stereo not given)
  A = 12; B = -5; C = -4; D = 3; E = 4; F = 1; G = 6; H = 4; I = 4
2	O=c1c2ccccc2nc(N2CCN(c3ccccc3)CC2)n1Cc1ccccc1
  A = 6; B = 1; C = 2; D = -13; E = -7; F = 1; G = 15; H = 3; I = 3
3	COc1ccc(C(=O)Nc2cc(=O)n(C)c(=O)n2C)cc1OC
  A = 0; B = 3; C = 3; D = -1; E = 2; F = 7; G = 11; H = 4; I = 2
4	CCCOP(=O)(c1ccc(N(C)C)cc1)C(O)c1cc(OC)c(OC)c(OC)c1 (stereo not given)
  A = 5; B = -13; C = -1; D = -15; E = 3; F = 1; G = 20; H = 2; I = 0
5	CC(C(=O)Nc1ccc(N2CCOCC2)cc1)N1C(=O)c2ccccc2C1=O (stereo not given)
  A = 5; B = -2; C = -1; D = -24; E = -1; F = -2; G = 8; H = -7; I = 8
6	Cc1ccc(C(=O)N2CCN(c3ccccc3)CC2)cc1C
  A = 8; B = -16; C = -3; D = 21; E = 1; F = -8; G = 5; H = 3; I = 2
7	CN(C)c1ccc(-c2nnn(Cc3ccccc3Br)n2)cc1
  A = 10; B = 4; C = -2; D = 39; E = -1; F = -1; G = -9; H = 2; I = 0
8	Cc1ccc(C)c2nc(N3CCCC3)c(C#N)cc12
  A = -4; B = -2; C = 8; D = -19; E = 3; F = .; G = 10; H = 4; I = .
9	O=C(c1ccncc1)N1CCN(C(=O)c2cccc3ccccc23)CC1
  A = 9; B = -2; C = 2; D = 0; E = -2; F = -2; G = 7; H = 5; I = 6
10	COc1ccccc1NC(=O)N(Cc1ccco1)Cc1cc2cc(C)cc(C)c2[nH]c1=O
  A = 11; B = -7; C = 2; D = 18; E = 3; F = -5; G = 0; H = 9; I = 4
11	CCCN1CCN(CCCNC(=O)c2cc3c(=O)n(C)c4ccccc4c3n2C)CC1
  A = 1; B = 21; C = 3; D = -7; E = 9; F = 5; G = 3; H = 9; I = -4
12	COc1ccc(-c2nnc(SCC(=O)N3CCOCC3)o2)cc1OC
  A = -5; B = -2; C = 3; D = 9; E = 2; F = -7; G = 3; H = 2; I = -4
13	Cc1ccnc(NC(=O)CCC2CCCCC2)c1
  A = 11; B = -19; C = -6; D = 24; E = 3; F = 8; G = 1; H = .; I = 7
14	COc1cccc(C2CC(=O)NC(SC)=C2C#N)c1 (stereo not given)
  A = -11; B = 11; C = 3; D = 2; E = 3; F = 1; G = 8; H = 8; I = -4
15	CCOC(=O)c1c(NC(=O)CCC(=O)NCc2ccco2)sc2c1CCCC2
  A = 4; B = -1; C = 2; D = -7; E = 1; F = 0; G = 8; H = 5; I = 2
16	O=C(O)CCn1c(SCc2ccccc2)nc2ccccc21
  A = 14; B = 15; C = 10; D = -4; E = -1; F = 8; G = 10; H = 9; I = 4
17	CC(=O)OC(/C(O)=C(\C#N)c1nc2ccccc2[nH]1)c1ccccc1 (stereo not given)
  A = 5; B = 12; C = 4; D = -16; E = 6; F = -1; G = 19; H = 13; I = 2
18	O=c1c2[nH]c3ccc(F)cc3c2ncn1CCN1CCN(Cc2ccccc2)CC1
  A = 7; B = 16; C = 2; D = 2; E = 4; F = 4; G = 11; H = 9; I = 4
19	Cn1cnnc1SCNC(=O)C(F)(F)F
  A = 1; B = 6; C = 3; D = -4; E = 5; F = 2; G = 7; H = 11; I = 6
20	Cc1nnc(SCC(C)C)[nH]c1=O
  A = 5; B = -5; C = 3; D = -5; E = 4; F = 0; G = 18; H = 2; I = -3
21	COc1ccc(-n2c(SCC(=O)Nc3nccs3)nc3c(c2=O)SC(C)C3)cc1 (stereo not given)
  A = -2; B = -3; C = 3; D = 1; E = -6; F = -2; G = 16; H = 0; I = 1
22	Cn1c(COc2ccccc2)nnc1SCc1nc2ccccc2[nH]1
  A = 7; B = -1; C = -1; D = -2; E = 0; F = -1; G = 5; H = 8; I = 6
23	COc1ccc(-c2nnc3n2-c2ccccc2SC3)cc1OC
  A = 6; B = -12; C = 2; D = 0; E = 1; F = 2; G = 11; H = -2; I = 3
24	COc1cc2nc(SCC(=O)NC3CC3)n(CCC3=CCCCC3)c(=O)c2cc1OC
  A = 3; B = -8; C = 4; D = 1; E = 4; F = 4; G = 11; H = 4; I = 1
25	O=C1NC(=O)C2C3c4ccccc4C(c4ccccc43)C12 (stereo not given)
  A = 2; B = -15; C = 2; D = -1; E = 2; F = -1; G = 16; H = 11; I = 8
26	COc1ccc(-c2nnc3sc(CN4C(=O)c5ccccc5C4=O)nn23)cc1
  A = 4; B = -4; C = 3; D = 5; E = 2; F = -1; G = 15; H = 10; I = 10
27	O=C(c1ccc(Cl)c(Cl)c1)N(Cc1ccco1)c1ccc(O)cc1
  A = 7; B = -1; C = 3; D = 33; E = -1; F = 0; G = 1; H = 6; I = 6
28	COc1ccccc1S(=O)(=O)Cc1ccc(C(=O)NCc2cccnc2)o1
  A = 1; B = -4; C = 0; D = -2; E = 6; F = 1; G = 7; H = 5; I = -3
29	N#CC1(c2ccccc2)CCCN1C(=O)c1ccc(Br)o1 (stereo not given)
  A = 11; B = 5; C = 1; D = 7; E = 3; F = 7; G = 4; H = 11; I = 8
30	CC1(C)CC(=O)C(C(c2cccnc2)C2C(=O)CC(C)(C)CC2=O)C(=O)C1
  A = -3; B = -10; C = -11; D = -5; E = .; F = 2; G = -3; H = 8; I = -2
31	C=CCSc1nnc2c(n1)OC(c1cccnc1)Nc1ccccc1-2 (stereo not given)
  A = -7; B = -9; C = -17; D = 4; E = 6; F = 2; G = 1; H = 8; I = -3
32	Cn1c(CCNC(=O)c2ccccc2F)nnc1SCc1nc2ccccc2c(=O)[nH]1
  A = 6; B = -9; C = 1; D = 0; E = 0; F = 6; G = 29; H = 5; I = 6
33	COc1ccc(C(=O)n2nnc3ccccc32)cc1Br
  A = -4; B = -5; C = 8; D = -18; E = 5; F = 8; G = 14; H = 3; I = -2
34	COc1cccc(-c2nn3c(-c4ccccn4)nnc3s2)c1
  A = 2; B = .; C = .; D = -4; E = -3; F = 10; G = .; H = 4; I = 4
35	O=C(CC12CC3CC(CC(C3)C1)C2)NCO
  A = -6; B = -9; C = 0; D = 5; E = 3; F = -1; G = 6; H = 2; I = 0
36	CN(C)CCCN1C(=O)C(O)=C(C(=O)c2cccs2)C1c1ccccn1 (stereo not given)
  A = 11; B = 0; C = 2; D = 0; E = 3; F = 3; G = 9; H = 11; I = 5
37	CCOc1cc(S(=O)(=O)NCc2ccco2)c(OCC)cc1-n1cnnn1
  A = 10; B = -3; C = -6; D = -21; E = 0; F = -2; G = 14; H = 4; I = 8
38	Cn1nnnc1SCC(=O)NCc1ccco1
  A = 0; B = 17; C = 6; D = -1; E = 5; F = -4; G = -11; H = -4; I = 5
39	Cc1noc(C)c1COC(=O)c1ccc(-c2nc3ccccc3s2)s1
  A = 8; B = 3; C = 2; D = -14; E = 0; F = 3; G = 23; H = 0; I = 2
40	Cc1cc(C)nc(NC(=O)CCCC(=O)O)c1
  A = 9; B = 42; C = 2; D = 8; E = 1; F = 4; G = 12; H = 4; I = 7
41	Cn1c(=O)[nH]c(=O)c2c1nc(N1CCOCC1)n2CCSc1ncccn1
  A = -3; B = .; C = .; D = -4; E = .; F = -4; G = .; H = .; I = -8
42	Brc1ccccc1OCCCN1CCOCC1
  A = 6; B = -15; C = 0; D = -4; E = .; F = -2; G = 19; H = 5; I = 6
43	Cc1cc(C(=O)CN2C(=O)CCC2=O)c(C)n1Cc1ccccc1
  A = 0; B = -16; C = -7; D = 1; E = -1; F = 10; G = 25; H = .; I = -4
44	CC(NC(=O)Cc1ccccc1)c1nc2ccccc2[nH]1 (stereo not given)
  A = 5; B = 1; C = 4; D = 22; E = 5; F = -3; G = 12; H = 10; I = 3
45	CC(C)(C)C(=O)Cn1c(NCCCO)nc2ccccc21
  A = 10; B = 0; C = -2; D = -15; E = 1; F = 6; G = -23; H = -6; I = -1
46	Nc1ccc2oc3ncccc3c(=O)c2c1
  A = 4; B = .; C = .; D = 19; E = -4; F = 12; G = .; H = .; I = 7
47	NS(=O)(=O)c1cc2c(cc1Cl)NC(C1C[C@H]3C=C[C@@H]1C3)NS2(=O)=O (stereo not given in full)
  A = -9; B = -2; C = 3; D = -19; E = .; F = -5; G = -18; H = 1; I = -10
48	COc1ccc(-c2cc(C(F)(F)F)nc(N3CCCCC3)n2)cc1OC
  A = -1; B = 6; C = 6; D = 2; E = -3; F = .; G = 6; H = 4; I = .
49	O=C(NC1CCCCC1)C(c1ccccc1)N1CCCC1 (stereo not given)
  A = -2; B = -6; C = 5; D = 2; E = 2; F = .; G = 14; H = 3; I = .
50	Cc1cc(=O)oc(C)c1C(=O)N1CCN(C(c2ccccc2)c2ccccc2)CC1
  A = -3; B = 18; C = 6; D = 14; E = 6; F = -1; G = -15; H = 1; I = -13
51	Cc1cc(C)nc(SCC2COc3ccccc3O2)n1 (stereo not given)
  A = 7; B = 7; C = 2; D = 2; E = 4; F = 1; G = 8; H = 12; I = 4
52	COc1ccc(CN2C(=O)CN=C2Nc2cc(C)ccc2C)cc1
  A = 8; B = -4; C = 4; D = -8; E = 11; F = .; G = 12; H = 8; I = .

Sorted by SMILES length (low to high): 12 of the compounds above.
Letter code – A = PKA kinase inh; B = CatS inh; C = CatB mixtures; D = RORa activator; E = CatB block; F = JNK3 blocker; G = AP ELISA ortho; H = E coli RNAP; I = ROCK2 inh
42	Brc1ccccc1OCCCN1CCOCC1
  A = 6; B = -15; C = 0; D = -4; E = .; F = -2; G = 19; H = 5; I = 6
40	Cc1cc(C)nc(NC(=O)CCCC(=O)O)c1
  A = 9; B = 42; C = 2; D = 8; E = 1; F = 4; G = 12; H = 4; I = 7
51	Cc1cc(C)nc(SCC2COc3ccccc3O2)n1 (stereo not given)
  A = 7; B = 7; C = 2; D = 2; E = 4; F = 1; G = 8; H = 12; I = 4
49	O=C(NC1CCCCC1)C(c1ccccc1)N1CCCC1 (stereo not given)
  A = -2; B = -6; C = 5; D = 2; E = 2; F = .; G = 14; H = 3; I = .
44	CC(NC(=O)Cc1ccccc1)c1nc2ccccc2[nH]1 (stereo not given)
  A = 5; B = 1; C = 4; D = 22; E = 5; F = -3; G = 12; H = 10; I = 3
31	C=CCSc1nnc2c(n1)OC(c1cccnc1)Nc1ccccc1-2 (stereo not given)
  A = -7; B = -9; C = -17; D = 4; E = 6; F = 2; G = 1; H = 8; I = -3
43	Cc1cc(C(=O)CN2C(=O)CCC2=O)c(C)n1Cc1ccccc1
  A = 0; B = -16; C = -7; D = 1; E = -1; F = 10; G = 25; H = .; I = -4
27	O=C(c1ccc(Cl)c(Cl)c1)N(Cc1ccco1)c1ccc(O)cc1
  A = 7; B = -1; C = 3; D = 33; E = -1; F = 0; G = 1; H = 6; I = 6
37	CCOc1cc(S(=O)(=O)NCc2ccco2)c(OCC)cc1-n1cnnn1
  A = 10; B = -3; C = -6; D = -21; E = 0; F = -2; G = 14; H = 4; I = 8
41	Cn1c(=O)[nH]c(=O)c2c1nc(N1CCOCC1)n2CCSc1ncccn1
  A = -3; B = .; C = .; D = -4; E = .; F = -4; G = .; H = .; I = -8
50	Cc1cc(=O)oc(C)c1C(=O)N1CCN(C(c2ccccc2)c2ccccc2)CC1
  A = -3; B = 18; C = 6; D = 14; E = 6; F = -1; G = -15; H = 1; I = -13
30	CC1(C)CC(=O)C(C(c2cccnc2)C2C(=O)CC(C)(C)CC2=O)C(=O)C1
  A = -3; B = -10; C = -11; D = -5; E = .; F = 2; G = -3; H = 8; I = -2
